Assay outcomes: PubChem, National Center for Advancing Translational Sciences (NCATS)
ELG1 DNA repair: inhibitors of ELG1-dependent DNA repair in HEK293T cells | HEK293T ELG1-luciferase reporter, luminescence, 16 h; DNA damage induced by 5-fluorouridine | Potency, µM (titrated, usually from 46.1 µM), without a hit: at the top dose activity change, negative = inhibition, usual class: inhibitors | 330,000 tested, 2.3% active; note: potency is the fitted concentration of half-maximal effect; % is set by controls: 0 for no effect and ±100 for the full control effect; nearly all actives have a fitted effect of over 55% in size
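Reporter activity after DNA damage by 5-fluorouridine is monitored. Compound-treated cells incubate 16 hr at 37 °C, then ONE-Glo is added for 30 min before luminescence reading.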
KCNH2 WT inh: blocks the wildtype human KCNH2 potassium channel; Q12809; U2OS, BacMam KCNH2, thallium flux FluxOr; active compounds read low; activity change, % at 1.84 µM; 340,000 tested, 0.37% active; AID 720551;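 active = maximum activity change below -70%; inconclusive = maximum activity change between -70% and -50%; inactive = maximum activity change above -50%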; note: % is set by controls: 0 for no effect and ±100 for the full control effect
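U2OS cells were transduced with wild-type KCNH2 virus (2.03 x 10^8 / mL) for 4 h at room temperature, then cultured overnight at 37 C. Thallium flux was read with FluxOr dye. Rate constants were normalized to DMSO controls.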
Mito fusion act: inhibitors of mitochondrial division or activators of mitochondrial fusion; S. cerevisiae fusion-defective mutant growth rescue, CellTiterGlo 48 h; Potency, µM (highest dose often 46.1 µM), inactives show at the highest dose growth rescue (activation), actives largely listed as activators; 320,000 tested, 0.23% active; AID 485298;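 note: potency is the fitted concentration of half-maximal effect; % of control where 0% means no effect; nearly all actives have a fitted effect of over 45% in size; temperature-sensitive fusion mutants such as fzo1-1 at 37 °C on non-fermentable ethanol glycerol medium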
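Luminescent cell viability in 1536-well qHTS format served as the measure of rescued growth in ts fusion-mutant S. cerevisiae cultured on non-fermentable YPEG for 48 hours at 37C.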
Eya2 phos inh: inhibitors of human Eya2 phosphatase activity; O00167; recombinant Eya2, OMFP fluorescence dephosphorylation (OMFP is methylfluorescein phosphate); Potency, µM (top dose mostly 76.9 µM), for inactives: top-dose activity, negative = inhibition, most hits filed as inhibitors; 330,000 tested, 0.006% active; AID 488837; note: potency is the fitted concentration of half-maximal effect; % is set by controls: 0 for no effect and ±100 for the full control effect
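Eya2 (0.2 uM) preincubated 10 min at ambient with compound, then OMFP substrate added at 50 uM; 10 min reaction in 50 mM HEPES pH 7.5, 50 mM NaCl, 5 uM MgCl2, 0.05% BSA, 1 mM DTT. Fluorescence read at Ex 485/Em 525 nm.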
KCNH2 3.1 inh: KCNH2 3.1 (human) potassium channel inhibition; U2OS KCNH2 3.1, thallium flux FluxOr; active compounds read low; activity change, % (tested at about 1.8 µM); 340,000 tested, 0.95% active; AID 720553;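 active = maximum activity change below -70%; inconclusive = maximum activity change from -70% to -50%; inactive = maximum activity change above -50%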;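 note: thallium influx rate constant from kinetic fluorescence after stimulation buffer; % is set by controls: 0 for no effect and ±100 for the full control effect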
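Kinetic fluorescence (2 min after stimulation buffer) measures Tl+ influx through KCNH2 3.1 expressed by viral transduction in U2OS cells; the rate constant is normalized against DMSO controls serving as positive and negative references.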
TCR activator: activators of T cell receptors; primary human leukocytes, anti-CD3, IL-2 HTRF, 48 h; AID 504894; 330,000 tested, under 10 active; Potency, µM (doses to about 9.22 µM), for inactives: top-dose activation of IL-2 secretion, actives largely listed as activators; note: % of control where 0% means no effect
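TCR engagement came from a-CD3 beads alone, with compounds added to primary human leukocytes for 48 hr. Secreted IL-2 bridged europium cryptate- and d2-labelled anti-IL-2 antibodies, giving FRET emission at 665nm after 320nm excitation.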
AT treatment: candidate therapy for ataxia-telangiectasia; 320,000 tested, 0.19% active; […] A-T fibroblasts, KAP-1 phosphorylation AlphaLISA; neocarzinostatin DNA damage 30 min before lysis; Potency, µM (titrated, usually from 57.5 µM), for the others: at the top dose activation, usual class: activators; note: potency is the fitted concentration of half-maximal effect; % of control where 0% means no effect; nearly all actives have a fitted effect of over 45% in size
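ATM-like activity read as KAP-1 phosphorylation via AlphaLISA donor/acceptor antibody pairs after lysis and 6 hr at 25C. Cells were ATM-null patient fibroblasts ([…], hTERT), dosed 60 min, then exposed to the DSB inducer NCS for 30 min.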
TRPV1 ag: activates the human vanilloid receptor TRPV1; activation, % at 8.33 µM; 320,000 tested, 0.19% active; TRPV1-expressing cells, Fluo-8 calcium influx, agonist mode; Q8NER1; in the data active = activation above about 80%; inconclusive = between about 30% and that limit; note: 0% is about no effect
Target sequence (Q8NER1 whole entry, looked up): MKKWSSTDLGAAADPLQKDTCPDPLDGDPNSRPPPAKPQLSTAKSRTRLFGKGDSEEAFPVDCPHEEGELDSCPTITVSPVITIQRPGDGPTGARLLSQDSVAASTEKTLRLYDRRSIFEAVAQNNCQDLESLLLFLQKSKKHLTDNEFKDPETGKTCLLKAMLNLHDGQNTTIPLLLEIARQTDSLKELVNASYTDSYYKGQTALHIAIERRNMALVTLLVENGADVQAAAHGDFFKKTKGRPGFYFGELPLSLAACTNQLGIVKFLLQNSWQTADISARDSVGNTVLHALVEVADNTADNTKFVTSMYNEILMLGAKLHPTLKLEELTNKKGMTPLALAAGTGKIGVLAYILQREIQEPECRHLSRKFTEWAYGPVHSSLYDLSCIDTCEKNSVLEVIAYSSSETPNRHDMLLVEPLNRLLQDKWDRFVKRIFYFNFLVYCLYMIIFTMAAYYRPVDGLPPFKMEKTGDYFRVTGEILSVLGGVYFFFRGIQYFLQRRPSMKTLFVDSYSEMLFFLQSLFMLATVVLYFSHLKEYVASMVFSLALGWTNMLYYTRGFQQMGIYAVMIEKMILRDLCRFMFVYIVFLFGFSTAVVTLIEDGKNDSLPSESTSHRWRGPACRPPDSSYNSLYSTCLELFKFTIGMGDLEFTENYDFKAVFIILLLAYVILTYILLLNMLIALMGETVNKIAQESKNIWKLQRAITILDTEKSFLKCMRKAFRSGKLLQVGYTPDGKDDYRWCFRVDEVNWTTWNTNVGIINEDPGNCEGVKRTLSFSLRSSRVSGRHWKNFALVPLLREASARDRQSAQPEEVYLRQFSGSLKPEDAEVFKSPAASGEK
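Cells expressing TRPV1 were dye-loaded with Fluo-8 and read kinetically: 10 s baseline, 3 min after compound (agonist portion), then 2 min after EC20 capsaicin (allosteric enhancer portion). Calcium-bound dye fluorescence at 480/520 nm.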
USP2a inh: inhibitors of human ubiquitin-specific protease USP2a | USP2 core, Ub-CHOP2 coupled fluorogenic reporter, 485/531 | Potency, µM (doses to about 38.3 µM), without a hit: top-dose activity change, negative = inhibition, most hits filed as inhibitors | 330,000 tested, 0.01% active;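 note: potency is the fitted concentration of half-maximal effect; plate controls were DMSO wells for no effect and full inhibition by NEM control for full effect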
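Cell-free coupled assay: 10nM USP2 core preincubated 30min RT with compound in Tris-HCl pH 8.0/CaCl2/CHAPS buffer, then 25nM Ub-CHOP2 and 25nM reporter substrate; fluorescence (Ex 485/Em 531) read after 60min RT, normalized to NEM inhibition, concentration-response curves fitted.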
TSHR antag: human thyrotropin receptor antagonism; P16473; TSHR-expressing cells, TSH-stimulated cAMP HTRF, 2 h; active compounds read low; activity change, negative = inhibition, % at 11.5 µM; 330,000 tested, 0.2% active; AID 504810;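 active = activity change below a set negative limit, meaning inhibition stronger than a set level, cut at about -70% in these data; inconclusive = activity change between two set negative limits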; note: % is set by controls: 0 for no effect and ±100 for the full control effect
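Read-out is FRET at 665 nm (cryptate excitation 337 nm) from a cryptate-tagged anti-cAMP antibody, competed by cell cAMP against cAMP-d2. Compounds are tested on freshly harvested TSHR cells challenged with 4nM TSH (EC80) for 2 hours at 37 deg C.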
Active calls of the source: *; u = inconclusive; x = no result given; & = joins results of further samples; [ ] = dose if it differs, or a comment. Unless noted, calls come from the whole dose curve; as a rule, active = well fitted curve in the direction sought with a large enough effect; inconclusive = small, poorly fitted or top-dose-only effect, or another doubt; inactive = no such curve, though single readings can be large; an effect the other way counts as inactive or inconclusive. These rows are one share of the data; the hit share may differ from the screen's.

Values in the order – ELG1 DNA repair	KCNH2 WT inh	Mito fusion act	Eya2 phos inh	KCNH2 3.1 inh	TCR activator	AT treatment	TRPV1 ag	USP2a inh	TSHR antag
- Clc1ccc2nc(N3CCNCC3)nc(-c3ccccc3)c2c1
    u	29	-17%	4%	-22	3%	7%	0	1%	9
- COC(=O)c1sccc1NC(=O)CSCCc1ccccn1
    3%	4	3%	0%	-3	5%	0%	2	2%	-2
- COc1cccc(C2C(C#N)=C(N)Oc3cc(N)ccc32)c1OC (configuration not stated)
    -2%	-1	-2%	9%	2	-1%	-4%	-2	3%	-5
- COc1ccc(CNC(=O)COC(=O)c2[nH]c(C)c(C(C)=O)c2C)cc1OC
    u	18	0%	-13%	8	x	3%	-4	3%	27
- COc1cc(OC)cc(C(=O)NC(C(=O)N2CCC2)C(C)C)c1 (configuration not stated)
    7%	0	x	5%	0	-2%	4%	x	-4%	8
- c1ccc(CNc2ncnc3nc[nH]c23)nc1
    -6%	8	1%	13%	13	0%	10%	1	3%	-3
- O=C(CC1C(=O)NCCN1CCCc1ccccc1)NCCc1ccccc1F (configuration not stated)
    13%	-5	0%	-17%	2	-5%	20%	1	3%	52
- CCCc1nc2c(sc3nc4c(cc32)COC(C)(C)C4)c(=O)n1CCN(C)C
    -2%	2	7%	14%	-7	6%	0%	1	3%	0
- CCc1nnc(NC(=O)C2(C)COC(c3ccccc3)OC2)s1 (configuration not stated)
    u	5	0%	2%	-2	0%	-5%	6	2%	5
- O=C(Cc1ccccc1)Nc1ccccc1Oc1ccccc1
    14%	15	u	-21%	x	0%[46.1 µM]	10%	21	0%	-10
- N#Cc1cc2[nH]c3ccccc3c2[n+](-c2ccc([N+](=O)[O-])cc2)c1N
    -2%	10	-9%	-30%	-15	10%	0%	0	-1%	2
- COc1cccc(CN(C)CC2CCCN(CCc3ccccc3C)C2)c1 (configuration not stated)
    -21%	50	-8%	3%	25	x	-4%	1	0%	2
- CCOC(=O)NC(=O)CSc1ccc(S(=O)(=O)N(C)C2CCCCC2)cn1
    -4%	-3	5%	-5%	15	x	-1%	2	4%	9
- Cc1nn(-c2ccccc2)c(C)c1/C=N/NC(=O)c1cccs1
    u	-7	-2%	-2%	-3	0%[46.1 µM]	-1%	2	4%	-2
- CC(=O)OC(C)C[N+](C)(C)C (configuration not stated)
    1%	3	-6%&-3%	1%&-5%	-9	3%	0%	20	3%	-7&6
- CCOc1ccc(S(=O)(=O)NCCC(=O)Nc2nnc(C)s2)cc1
    10%	0	3%	-2%	3	-7%	-1%	1	2%	7
- O=[N+]([O-])c1ccc(-c2csc(N/N=C/c3cccnc3)n2)cc1
    9%	-6	5%	1%	-25	1%	-1%	5	5%	4
- COc1ccccc1C(=O)NC(=O)COC(=O)CCOc1ccc(C)cc1
    14%	-8	0%	15%	36	-1%	-2%	4	2%	1
- CCOCCCNCC(=O)Nc1ccc(OC(F)(F)F)cc1
    -1%	1	-2%	-15%	4	4%	5%	-1	-1%	12
- CC(C)(C)N(NC(=O)OCc1ccccc1)C(=O)c1ccccc1
    6%	-3	4%	-4%	-7	-7%[46.1 µM]	-2%	-2	0%	-2
- CCOC(=O)C1(CC2CC2)CCN(Cc2ccc(OC)cc2F)CC1
    -3%	17	-5%	1%	-108*	-6%	17%	2	-3%	29
- COc1ccc(/C=N/NC(=O)CSCC(=O)Nc2ccccc2)cc1OC
    -20%	-23	0%	-8%	-9	x	1%	2	-1%	1
- COC(=O)c1ccc(C(=O)OC)c(NC(=O)COC(=O)CCOc2ccc(C)cc2)c1
    3%	2	12%	-5%	4	-3%	-14%	5	-1%	3
- NNc1nc(-c2ccccc2)c2cc(Br)ccc2n1
    -8%	1	-23%	10%	0	-2%	-18%	-3	4%	7
- Cc1ccc2nc(N3CCC(C(=O)O)CC3)nc(-c3ccccc3)c2c1
    14%	48	7%	14%	-36	-8%	16%	6	0%	-30
- O=C(NC1CC1)C1CCC(=O)N1C1CCCC1 (configuration not stated)
    10%	-2	2%	2%	-1	x	-3%	1	-2%	14
- Cc1ccc(CSc2nnc(SCC(=O)N/N=C/c3ccc(C(=O)O)cc3)s2)cc1
    u	1	-3%	8%	-9	-3%	2%	1	1%	-10
- O=c1c2c(ncn2C2CCCC2)n(Cc2ccccc2)c(=O)n1CCOc1ccccc1
    u	-8	19%	15%	-9	-5%[46.1 µM]	8%	u	0%	-4
- Fc1ccc(NC(=S)NCCc2ccccn2)cc1
    26%	4	-3%	u	-6	-6%	-1%	-1	0%	5
- Cc1onc(-c2ccccc2Cl)c1C(=O)Nc1ccc(Cl)cn1
    u	-2	3%	-11%	-37	-1%	2%	7	-1%	-6
- CCOc1cc(N2CCOCC2)c(OCC)cc1NC(=O)c1ccccc1
    u	4	5%	1%	-23	-35%	0%	-3	1%	-23
- COc1ccc(CNC(=O)c2cc(-n3cnnc3)ccc2Cl)cc1
    12%	1	-1%	-32%	x	3%	15%	0	-1%	-2
- O=C(Cc1ccccc1)N/N=C/c1cccc([N+](=O)[O-])c1
    -15%	-6	3%	1%	-11	-5%	-4%	u	4%	5
- COCCN(C(=O)CSc1nc2ccc(C)cc2[nH]1)c1c(N)n(Cc2ccccc2)c(=O)[nH]c1=O
    10%	9	-2%	8%	0	x	1%	-5	0%	8
- CC(=O)Nc1ccc(S(=O)(=O)NCC(=O)OCC(=O)NC(=O)C2CCCCC2)cc1
    -3%	-8	-3%	2%	-9	0%[46.1 µM]	-6%	-3	4%	-5
- CCC(CC)C(=O)Nc1cccc(-c2ccc3nncn3n2)c1
    4%	-1	1%	-16%	25	9%	0%	-2	3%	-7
- Cn1c(=O)c2c(nc(CN3CCN(c4ccccc4)CC3)n2Cc2c(F)cccc2Cl)n(C)c1=O
    10µM*	4	7%	16%	6	4%	26%	-2	3%	-12
- CCNC(=S)N/N=C/c1ccc(F)cc1
    -24%	x	-17%	17%	x	x	-1%	3	0%	4
- NC(=O)c1cc2ccccc2o/c1=N/NC(=O)c1cccs1
    8%	18	-4%	1%	6	-5%	-2%	1	1%	-6
- CC(C)Oc1ccc(N2C(=O)c3ccccc3C2=O)cc1
    u	-1	-4%	-8%	-4	0%	2%	28	1%	-10
- O=C(Nc1cccc(S(=O)(=O)NC2=NCCCCC2)c1)c1cc(-c2ccco2)nc2ccccc12
    -21%	-10	1%	16%	0	4%	-7%	x	-4%	0
- CCOc1ccc(S(=O)(=O)NCCC(=O)OCC(=O)c2ccc[nH]2)cc1
    12%	7	-1%	13%	-1	-1%	-4%	1	3%	6
- COc1ccc(C(=O)Nn2c(CCC(=O)O)ccc2-c2ccc(C)cc2)cc1OC
    1%	1	-4%	6%	0	3%	2%	0	-1%	-10
- COC(=O)C1(Cc2cc(-c3ccccc3)no2)CCN(C(=O)OC(C)(C)C)CC1
    9%	2	-2%	-5%	0	5%	3%	u	-4%	4
- O=C1C=C(Nc2ccc(O)cc2)CC(c2ccco2)C1 (configuration not stated)
    13%	21	-4%	2%	4	1%[46.1 µM]	-1%	12	-2%	7
- CC(=O)N1C(=O)C2(C(C#N)=C(N)Oc3c2c(C)nn3-c2ccccc2)c2ccccc21 (configuration not stated)
    -5%	-12	-7%	-13%[15.4 µM]	-13	-12%	2%	6	1%	-3
- O=C1Nc2ccc(S(=O)(=O)N3CCCC3)c3cccc1c23
    u	-21	0%	-13%	-18	-9%	x	-6	-1%	-4
- COc1ccc(CN(C)C(=S)Nc2ccc(OC(F)F)cc2)cc1
    u	3	-1%	-3%	3	-7%	1%	14	-3%	-4
- Cc1cc(NC(=O)c2cccc(C)c2[N+](=O)[O-])no1
    11%	3	-1%	-12%	-19	x	2%	-3	0%	-13
- CN(C#N)c1nccc(-c2cccs2)n1
    u	x	22%	-6%	5	3%	4%	-3	2%	1
- Cc1nc2cc(NS(=O)(=O)c3ccc(Br)cc3)ccc2n1C
    21µM*	5	7%	1%	1	13%	-3%[11.5 µM]	-3	-1%	17
- CCCCOc1ccc(C(=O)Nc2ccc(C)cc2[N+](=O)[O-])cc1
    17%	0	0%	4%	-10	-6%[46.1 µM]	-1%	-1	-1%	-4
- Cc1cccnc1NC(=O)C1CCC1
    1%	-5	1%	-2%	-12	x	1%	4	2%	14

Profiles, looked up by structure. Values in the order: ELG1 DNA repair	KCNH2 WT inh	Mito fusion act	Eya2 phos inh	KCNH2 3.1 inh	TCR activator	AT treatment	TRPV1 ag	USP2a inh	TSHR antag
O=C(Nc1cccc(S(=O)(=O)NC2=NCCCCC2)c1)c1cc(-c2ccco2)nc2ccccc12 is listed with -21%	-10	1%	16%	0	4%	-7%	x	-4%	0
O=C1C=C(Nc2ccc(O)cc2)CC(c2ccco2)C1 (configuration not stated) is listed with 13%	21	-4%	2%	4	1%[46.1 µM]	-1%	12	-2%	7
